VEEV TC-83 Vero: inhibitors of VEEV TC-83 cytopathic effect, confirmation, Vero cells (AID 588727); Vero cells, VEEV TC-83 cytopathic effect inhibition; higher % means a stronger effect; inhibition, % at 20 µM; hits with a dose series show IC50 in µM; actives 0.13% (n = 350,000); in the data active = a potency from the dose series; inconclusive = inhibition mostly from about 14% at the one dose, without a potency; inactive = the rest, 99 in 100 with inhibition below about 12%; note: strong numbers were not always called active
influenza NS1A: NS1A inhibition, H1N1 influenza, cell based functional assay (AID 504329); inhibition, % at 12.5 µM; hits with a dose series show IC50 in µM; NS1A functional cell-based assay, percent inhibition; higher % means a stronger effect; actives 0.3% (n = 340,000); in the data active = a potency from the dose series; inconclusive = inhibition above about 27% without an active follow-up result; note: strong numbers were not always called active
Salmonella PhoP GFP: Inhibition of PhoP regulon, Salmonella typhi GFP reporter cells, confirmation, 4 h (AID 1850); Salmonella Typhi PhoP-promoter GFP reporter, fluorescence, 4 h; higher % means a stronger effect; inhibition, % at 50 µM, or IC50 in µM where a hit was titrated; actives 0.33% (n = 310,000); in the data active = a potency from the dose series; inconclusive = inhibition mostly from about 25% at the one dose, without a potency; inactive = the rest, 99 in 100 with inhibition below about 19%;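 note: 0% = induced wells with vehicle and 100% = uninduced wells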
M. tuberculosis: growth inhibition of non-replicating M. tuberculosis (AID 488890); Mycobacterium tuberculosis non-replicating, growth inhibition; higher % means a stronger effect; one-dose inhibition, % at 25 µM; IC50 in µM for titrated hits; actives 0.39% (n = 320,000); in the data active = a potency from the dose series; inconclusive = inhibition mostly from about 82% at the one dose, without a potency; inactive = the rest, 99 in 100 with inhibition below about 76%;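 note: plate controls were DMSO cells for no effect and high antibiotic wells for full effect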
H37Rv inhibition: M. tuberculosis growth inhibition, HTS (AID 449762); M. tuberculosis H37Rv growth inhibition, 7H9 media; higher % means a stronger effect; actives 0.59% (n = 330,000); one-dose inhibition, % at 25 µM; IC50 in µM for titrated hits; in the data active = a potency from the dose series; inconclusive = inhibition above about 70% without an active follow-up result;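 note: bacterial growth assessed after seven days of incubation; strong numbers were not always called active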
VEEV TC-83 Vero 10K pilot screen: also measured in VEEV TC-83 Vero; calls as there; inhibition, %; measured here: 10K pilot screen inhibition
Starred values were filed as active, the others as inactive; i = inactive; ? = inconclusive; . = not tested or not shown; & = joins results of further samples.

SMILES	VEEV TC-83 Vero	influenza NS1A	Salmonella PhoP GFP	M. tuberculosis	H37Rv inhibition	others
Clc1cccc(-c2nnc(-c3ccno3)o2)c1	0.5%	10%	1%	51%	1%
COC(=O)c1cc2ccsc2n1CC(=O)Nc1cc(Cl)ccc1OC	0.5%	-10%	3%	-3%	1%
COc1cc(OC)c2c(-c3ccccc3)cc(=O)oc2c1C(CCN1CCOCC1)c1ccc(N(C)C)cc1 (stereo not drawn)	i	10%	.	.	.
Cc1ccccc1S(=O)(=O)c1c(C)cc(-c2ccccc2)[nH]c1=O	1.4%	-1%	-1%	-8%	-8%
CCC/C=N/Nc1nnc(Cc2ccccc2)c(=O)[nH]1	1.9%	21%	7%	-5%	-2%
Cc1ccc(C(=O)CSc2nc(-c3ccccc3)cc(=O)[nH]2)cc1	2.8%	-15%	-4%	10%	0%
Cc1ccc(NC(=S)N(CCCN2CCOCC2)Cc2ccco2)cc1Cl	1.6%	4%	-1%	17%	3%	VEEV TC-83 Vero 10K pilot screen=0.4
Cc1onc(-c2c(F)cccc2Cl)c1-c1nnc(-c2ccc(C(F)(F)F)cc2)o1	4.2%	.	5%	16%	13%
CCCCNC(=O)CNC(=O)c1cccs1	3.8%	0%	-2%	6%	-13%	VEEV TC-83 Vero 10K pilot screen=1.4
O=C(CSc1nc(=O)n(CCCN2CCOCC2)c2c1CCCC2)Nc1cccc([N+](=O)[O-])c1	8.2%	5%	10%	14%	-2%
Cc1ccc2[nH]c(=O)c(CN(Cc3cccs3)S(=O)(=O)c3ccc4c(c3)OCCO4)cc2c1	1.3%	-1%	-8%	5%	11%
CC1CC(C)CN(S(=O)(=O)c2ccc3c(c2)CC(C)N3C(=O)C2CC2)C1 (stereo not drawn)	i	3%	-20%	16%	-1%
CCCCC[C@@H]1C=C(C(=O)O)[C@H](c2ccc(C#N)cc2)N1S(=O)(=O)c1ccc(C)cc1	0.2%	-8%	.	23%	4%
CCCOc1ccc(C(=O)NNC(=S)NC(=O)c2ccccc2[N+](=O)[O-])cc1	1.9%	-14%	4%	?	?
CCC(Oc1ccccc1)C(=O)Nc1nnc(S(=O)(=O)Nc2ccccc2)s1 (stereo not drawn)	3.0%	29%	17%	.	3%
CCOC(=O)CCNC(=O)N1CCCC(C(=O)c2cccc(Cl)c2)C1 (stereo not drawn)	1.9%	-3%	-8%	24%	-5%
Cc1ccc(S(=O)(=O)NCCSC(C)(C)C)cc1	1.2%	-19%	-3%	-10%	9%
Cc1ccc(N(C(=O)C(F)(F)F)C(C(=O)NC2CCCCC2)c2cccs2)cc1 (stereo not drawn)	1.0%	-6%	-11%	-1%	-6%
CC(C)n1cc(NC(=O)c2cc(-c3ccccc3)on2)cn1	9.2%	2%	12%	42%	-6%
CCCCCN1CC(O)=C(c2ccccc2)C1=N	3.9%	1%	-3%	0%	2%
COCC(C)NC(=O)C1c2ccccc2Oc2ccccc21 (stereo not drawn)	i	-2%	-7%	5%	3%
O=C(CNC(=O)OCc1ccccc1)NCC(=O)Oc1ccc([N+](=O)[O-])cc1	0.9%	-1%	.	.	.
O=C(c1ccc(SCc2cccc(Br)c2)c([N+](=O)[O-])c1)N1CCN(c2ccccn2)CC1	3.9%	1%	6%	-6%	-8%
COc1ccc(C2/C(=C(/O)c3ccccc3)C(=O)C(=O)N2CCCN2CCOCC2)cc1 (stereo not drawn)	i	-2%	-2%	-3%	5%
O=C(CSCc1ccco1)c1cccs1	0.8%	1%	-18%	46%	-3%
COc1cccc(Nc2ncc(C(=O)O)c3ccccc23)c1	5.6%	-6%	3%	3%	2%
CCOC(=O)C(Cc1ccccc1)NC(C)=O (stereo not drawn)	0.8%	-1%	-7%	-13%	0%
Cc1cccc(C)c1OCc1cc(C(=O)N(C)Cc2cc(C3CC3)n[nH]2)no1	5.8%	-1%	-8%	36%	6%
CCOc1ccccc1NC(=O)C1CCN(c2nc(-c3ccc(OC)cc3)no2)CC1	i	6%	6%	-8%	-1%
COc1ccc2[nH]c(=O)c(CN(Cc3ccco3)C(c3nnnn3Cc3ccccc3)C(C)C)cc2c1 (stereo not drawn)	2.6%	4%	16%	25%	0%
COc1ccc(NC(C)=O)cc1S(=O)(=O)N1CCc2ccccc21	0.3%	0%	3%	-2%	2%
COc1ccc2c(c1)CCc1c(C(=O)Nc3ccc(OC)c(OC)c3)noc1-2	4.9%	7%	-2%	6%	7%
CCCn1nnnc1SCC(=O)c1ccc2c(c1)OCCO2	4.0%	-9%	-4%	24%	2%
COc1cc(C(=O)OCC(=O)N2CCCC2)cc(OC)c1OC	i	-3%	-18%	-1%	-6%	VEEV TC-83 Vero 10K pilot screen=0.5
CC(C)n1cc(C#N)c(N)n1	2.0%	-24%	.	.	.
CCOc1cc(C2C(C(C)=O)=C(O)C(=O)N2CCc2c[nH]c3ccccc23)ccc1O (stereo not drawn)	i	-7%	2%	21%	3%
C[C@]1(C2CCCC2)Cc2cc(OCC(=O)O)c(Cl)c(Cl)c2C1=O	1.1%	1%	-6%	12%	6%
CC(C)(C)c1ccc(C(=O)C=[N+]=[N-])cc1	0.3%	0%	-5%	15%	-1%
CN=C1SC(CC(=O)NCCc2ccc(OC)c(OC)c2)C(=O)N1C (stereo not drawn)	0.8%	-1%&17%	-7%	.	-8%
COc1ccc(CCNC(=O)CC2SC(=NCc3ccccc3)NC2=O)cc1 (stereo not drawn)	0.9%	-6%	3%	70%	12%

In the list so far, these contain fluorine:
SMILES	VEEV TC-83 Vero	influenza NS1A	Salmonella PhoP GFP	M. tuberculosis	H37Rv inhibition	others
Cc1onc(-c2c(F)cccc2Cl)c1-c1nnc(-c2ccc(C(F)(F)F)cc2)o1	4.2%	.	5%	16%	13%
Cc1ccc(N(C(=O)C(F)(F)F)C(C(=O)NC2CCCCC2)c2cccs2)cc1 (stereo not drawn)	1.0%	-6%	-11%	-1%	-6%

Remaining list, next part
SMILES	VEEV TC-83 Vero	influenza NS1A	Salmonella PhoP GFP	M. tuberculosis	H37Rv inhibition	others
O=C(NCCN1CCN(C(=O)c2c(F)cccc2F)CC1)C(=O)Nc1ccc(Cl)cc1	1.8%	-5%	0%	10%	-3%
CCOc1ccc(Nc2cc(C)nc(N3CCOCC3)n2)cc1	i	-18%	7%	.	-7%
Cc1cc(C)c2c(c1)OC(O)(C(F)F)CC2=O (stereo not drawn)	i	-9%	1%	2%	-5%
O=C(CC1Nc2ccccc2NC1=O)NCCc1ccccc1 (stereo not drawn)	4.7%	-3%	-6%	-5%	-9%
Cc1cc(NC(=O)C(C)SCC(=O)O)no1 (stereo not drawn)	i	-5%	-2%	-6%	1%
COc1ccc(C2(C)NC(=O)N(CC(=O)NC3CC3)C2=O)cc1 (stereo not drawn)	0.8%	2%	.	-4%	-3%
CC(CO)NS(=O)(=O)c1ccc(Br)cc1F (stereo not drawn)	0.2%	-8%	.	.	.
O=C(CCC1CCN(C(=O)c2cncs2)CC1)Nc1ccccc1	3.0%	26%	-2%	4%	-1%
N#Cc1ccc(/C=N/NC(=S)Nc2ccc(S(=O)(=O)N3CCOCC3)cc2)cc1	2.0%	-3%	-3%	-12%	-5%
CCOC(=O)Cc1cc(-c2ccc(F)cc2)nc2ccc3ccccc3c12	1.5%	10%	-8%	24%	7%
CCCCCn1nc(-c2ccccc2)c2nc3ccccc3nc21	i	-20%	-60%	4%	-8%
CCOC(=O)C1CC2=C(CCCC2=O)N(Cc2ccccc2)C1=O (stereo not drawn)	i	-19%	.	.	.
COc1ccccc1CNC(=O)COC(=O)Cc1ccc(F)cc1	i	6%	-8%	24%	15%
COCc1cc(C)n(CC(=O)Nc2cc(C)cc(C)c2)c(=O)c1C#N	0.6%	4%	-9%	0%	-7%
CC1CN(S(=O)(=O)c2cccc(C(=O)NCC(c3cccs3)N3CCOCC3)c2)CC(C)O1 (stereo not drawn)	1.5%	-7%	.	.	.
S=C(NCCc1ccccc1)N1CCN(C23CC4CC(CC(C4)C2)C3)CC1	i	4%	5%	66%	7%
Cc1cccc(C)c1NC(=O)CN(C1CCCCC1)S(C)(=O)=O	0.3%	-23%	-5%	4%	-4%
CCN(CCn1cccn1)C(=O)CC1C(=O)NCCN1Cc1cc(OC)cc(OC)c1 (stereo not drawn)	i	1%	-3%	13%	8%
NC(=O)c1c(NC(=O)COC(=O)c2ccc(O)c(Cl)c2)sc2c1CCCC2	8.2%	-15%	.	5%	?
CCOc1ccc(CN2CCN(Cc3nc(C(C)C)cs3)CC2CCO)cc1 (stereo not drawn)	.	.	-1%	7%	-6%

Of the compounds above, 4 contain a nitro group on carbon.
SMILES	VEEV TC-83 Vero	influenza NS1A	Salmonella PhoP GFP	M. tuberculosis	H37Rv inhibition	others
O=C(CSc1nc(=O)n(CCCN2CCOCC2)c2c1CCCC2)Nc1cccc([N+](=O)[O-])c1	8.2%	5%	10%	14%	-2%
CCCOc1ccc(C(=O)NNC(=S)NC(=O)c2ccccc2[N+](=O)[O-])cc1	1.9%	-14%	4%	?	?
O=C(CNC(=O)OCc1ccccc1)NCC(=O)Oc1ccc([N+](=O)[O-])cc1	0.9%	-1%	.	.	.
O=C(c1ccc(SCc2cccc(Br)c2)c([N+](=O)[O-])c1)N1CCN(c2ccccn2)CC1	3.9%	1%	6%	-6%	-8%

Following part:
SMILES	VEEV TC-83 Vero	influenza NS1A	Salmonella PhoP GFP	M. tuberculosis	H37Rv inhibition	others
CC(=O)c1sc(NC(=O)Cc2c(F)cccc2Cl)nc1C	0.5%	16%	1%	7%	4%
O=C1CSC(c2ccncc2)N1Cc1ccco1 (stereo not drawn)	i	0%	3%	-24%	-5%
O=c1cc(-c2ccccc2)c2c([nH]1)CCCC2	3.8%	5%	.	.	.
COc1cccc(CN(CC(=O)NC2CCCC2)C(=O)CCC(=O)Nc2cc(C)on2)c1	0.3%	4%	2%	-11%	-15%
O=C(/C=C/c1ccccc1Cl)NCCCn1ccnc1	i	-4%	13%	-5%	3%
O=C1NC(=S)SC1=Cc1ccccc1Cl	5.4%	6%	.	.	.
CCOc1[nH]n(-c2ccccc2)c(=O)c1C=Nc1ccc(F)cc1F	1.0%	-10%	1%	-2%	0%
Cc1ccc(C(=O)NCCc2nc3ccccc3[nH]2)cc1[N+](=O)[O-]	0.1%	-2%	-5%	6%	4%
CC(C)(C)[C@@H]1C=C(C(=O)NCc2ccccc2)O[C@H](OCc2ccc(CO)cc2)C1	0.4%	12%	2%	13%	5%
Cc1ccc(-c2nnc(N3CCCCCC3)c3ccccc23)cc1	2.8%	-1%	7%	?	33%
CCOc1ccccc1C(=O)OCC(=O)NCC1CCCO1 (stereo not drawn)	0.2%	-7%	.	3%	2%
CC(=O)c1cc(-c2ccccc2)n(CCC(=O)NC2CCC(C)CC2)c1C (stereo not drawn)	i	-7%	-10%	5%	0%
CN(c1cccc(Cl)c1)S(=O)(=O)c1cccc(C(=O)NC2=NCCS2)c1	7.5%	-6%	-6%	.	-7%
COc1cc(/C=C/C(=O)OCC(=O)NCCc2ccc(F)cc2)ccc1OC(F)F	1.0%	3%	.	24%	-9%
Cc1cc(C(=O)COC(=O)c2n[nH]c(=O)c3ccccc23)c(C)n1C(C)C	0.9%	8%	.	2%	-4%
COC(=O)c1sc(C(F)(F)F)c(-c2ccccc2)c1S(=O)(=O)N(C)C	0.9%	1%	-15%	-2%	-2%
O=C(Nc1ccnn1C1CCN(CCCC2CCCC2)CC1)c1ccccc1	0.1%	-1%	1%	31%	5%
COc1ccc(S(=O)(=O)Cc2ccc(C(=O)NC3CCCCCC3)o2)cc1	i	-2%	-5%	5%	1%
COC(=O)C[C@H]1c2cc(C(F)(F)F)ccc2S(=O)(=O)N1Cc1ccc(OC)cc1	6.8%	-11%	-5%	-2%	1%
Cc1cccc(C)c1NC(=O)CSc1nnnn1C	i	-2%	-10%	-2%	2%
O=C(O)c1ccccc1S(=O)(=O)Cc1ccccc1	0.4%	-1%	-2%	-11%	4%
O=c1cc(-c2ccc(O)c(O)c2)oc2ccc3ccccc3c12	2.7%	-5%	.	.	.
CS(=O)(=O)NCCCNc1c(Cl)cccc1[N+](=O)[O-]	i	-4%	0%	0%	-3%
Cc1cc(=O)[nH]c(NCc2ccc(Cl)cc2)n1	0.1%	-10%	-5%	8%	4%
Cc1oc(-c2ccc(Cl)cc2)nc1CN1CCCC(C(=O)NCc2cccnc2)C1 (stereo not drawn)	1.0%	-8%	4%	26%	0%
CS(=O)(=O)c1ccc2nc(NC(=O)c3cc([N+](=O)[O-])cc([N+](=O)[O-])c3)sc2c1	1.6%	-24%	-2%	72%	-2%
COCCOC(=O)C1=C(C)Nc2ncnn2C1c1ccccc1 (stereo not drawn)	0.9%	4%	0%	2%	-23%
CC12CCC(C(=O)NCc3ccccc3Cl)(C(Br)C1=O)C2(C)C (stereo not drawn)	i	3%	1%	3%	-2%

Assay outcomes: PubChem BioAssay, Southern Research Specialized Biocontainment Screening Center
